# aGal spleen mod: inhibitors or activators of human alpha-galactosidase in spleen homogenate; P06280; human spleen homogenate, 4MU-alpha-Gal fluorescence, 40 min; Potency, µM (doses to about 80 µM), for the others: at the highest dose activity change, negative = inhibition, usual class: inhibitors; 240,000 tested, 0.008% active;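 further: 0% = enzyme with vehicle and -100% = no enzyme basal signal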
#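 qHTS titration in buffer at pH 5.0. Alpha-galactosidase activity in spleen homogenate was measured via 4-methylumbelliferone release from 1 mM fluorogenic substrate after 40 min at 37C and a pH 10 stop. AC50 came from Hill fits of control-normalized data.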
# ALDH1A1 block: inhibitors of human aldehyde dehydrogenase 1A1 | P00352 | Purified ALDH1A1, NADH fluorescence, propionaldehyde substrate | Potency, µM (doses to about 75.3 µM), for inactives: at the highest dose activity, negative = inhibition, most hits filed as inhibitors | 220,000 tested, 7.3% active | AID 1030; active means well fitted inhibition curve with a large enough effect, not every such curve was filed as active; inconclusive means small, poorly fitted or top-dose-only effect, or another doubt; inactive means no such curve, though single readings can be large or run the other way;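 further: plate controls were no enzyme wells and a reference inhibitor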
# Target sequence (P00352 whole entry, looked up): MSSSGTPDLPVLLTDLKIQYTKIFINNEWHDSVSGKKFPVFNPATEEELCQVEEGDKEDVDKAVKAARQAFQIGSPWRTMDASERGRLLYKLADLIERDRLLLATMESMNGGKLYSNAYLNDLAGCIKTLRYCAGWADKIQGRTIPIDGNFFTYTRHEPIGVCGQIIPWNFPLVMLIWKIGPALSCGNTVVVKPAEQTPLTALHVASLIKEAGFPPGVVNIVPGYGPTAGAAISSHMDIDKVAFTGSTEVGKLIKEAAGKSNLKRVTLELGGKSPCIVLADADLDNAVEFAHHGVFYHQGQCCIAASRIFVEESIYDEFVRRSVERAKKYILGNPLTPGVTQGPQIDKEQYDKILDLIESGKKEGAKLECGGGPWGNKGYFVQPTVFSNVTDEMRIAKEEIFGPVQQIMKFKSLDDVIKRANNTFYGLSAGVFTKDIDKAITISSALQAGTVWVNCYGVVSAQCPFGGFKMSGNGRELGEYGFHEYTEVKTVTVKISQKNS
# GAA spleen mod: inhibits or activates alpha-glucosidase in human spleen homogenate; human spleen homogenate, 4-MU-alpha-glucoside fluorescence; Potency, µM (titrated, usually from 79.9 µM), for the others: at the top dose activity change, negative = inhibition, actives largely listed as inhibitors; 240,000 tested, 0.006% active;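 further: 0% = enzyme with vehicle and -100% = no enzyme basal signal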
#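 Human spleen homogenate (1 ug) with 4-methylumbelliferyl-alpha-D-glucopyranoside (1 mM final) in 50 mM citrate/phosphate pH 5.0, 0.01% Tween-20; 40 min at 37 C. Stopped at pH 10; 4-MU fluorescence Ex 365/Em 440 nm; AC50 by Hill fit.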
# Epigenetic derep: epigenetic control regulation, reporter derepression; Potency, µM (top dose mostly 53.9 µM), without a hit: top-dose GFP activation, hits mostly activators; murine LDR cells, GFP reporter derepression, 30 h; 280,000 tested, 0.2% active; AID 1865; further: % of control where 0% means no effect; nearly all actives have a fitted effect of over 60% in size
#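 Murine LDR cells carrying a silenced, genomically integrated CMV-driven GFP reporter were exposed to compound for 30 hours at 37 C. After PBS washes, GFP-positive cells (20–120 um objects) were counted by laser-scanning microplate cytometry.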
# NPSR antag: antagonists of human neuropeptide S receptor cAMP signaling. Q6W5P4. CHO-NPSR cells, cAMP TR-FRET, antagonist mode. Potency, µM (titrated, usually from 38.3 µM), for inactives: at the top dose activity change, negative = inhibition, usual class: inhibitors. 220,000 tested, 1% active. AID 1461; further: on the % scale 0 is the no-effect control and ±100 the full control effect; nearly all actives have a fitted effect of over 50% in size; many of its hits are not listed in these tables
# Target sequence (Q6W5P4 whole entry, looked up): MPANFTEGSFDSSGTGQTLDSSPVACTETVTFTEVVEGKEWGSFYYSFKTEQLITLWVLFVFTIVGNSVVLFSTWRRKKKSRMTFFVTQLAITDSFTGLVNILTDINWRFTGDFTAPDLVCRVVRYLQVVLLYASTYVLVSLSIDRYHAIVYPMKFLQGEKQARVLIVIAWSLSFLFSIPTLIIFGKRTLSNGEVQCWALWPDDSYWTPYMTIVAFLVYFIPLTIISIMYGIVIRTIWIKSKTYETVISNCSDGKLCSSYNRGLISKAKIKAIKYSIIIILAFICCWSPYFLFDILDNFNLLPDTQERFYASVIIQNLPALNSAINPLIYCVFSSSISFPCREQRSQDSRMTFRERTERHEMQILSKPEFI
# GAA glycogen mod: alters human alpha-glucosidase cleavage of glycogen. P10253. recombinant GAA, glycogen substrate, Amplex Red glucose oxidase fluorescence. Potency, µM (doses to about 76.4 µM), for the others: top-dose activity change, negative = inhibition, usual class: inhibitors. 300,000 tested, 0.38% active. AID 2100;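 further: 0% = full enzyme reaction and -100% = no-enzyme basal signal; the screen sought inhibitors and activators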
#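 qHTS, 1536-well; enzyme 4 nM final; cpd up to 77 uM; substrate bovine liver glycogen 30 ug; 50 mM citrate/phosphate pH 5.0, 0.01% Tween-20; 37 C, 40 min; Amplex Red detection 45 min RT; Hill fit → AC50.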
# GAA inhib: blocks human lysosomal alpha-glucosidase | P10253 | purified human GAA, 4-MU-alpha-glucoside fluorescence | Potency, µM (top dose mostly 76.9 µM), inactives show at the highest dose activity change, negative = inhibition, actives largely listed as inhibitors | 200,000 tested, 0.005% active;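 further: plate controls were uninhibited enzyme wells for no effect and no-enzyme background for full effect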
#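 Fluorescence at Ex 365/Em 440 nm from 4-methylumbelliferone reported enzyme activity after 20 min at room temperature. Reactions used 4 nM enzyme and 400 uM substrate at pH 5.0; curves fitted with the Hill equation.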
# Tau fluor counter: counter-screen for tau fibril formation inhibitors; tau K18 P301L Alexa594 fluorescence, heparin fibrillization; Potency, µM (top dose mostly 57.7 µM), inactives show top-dose activity change, negative = decrease; 280,000 tested, 0.93% active; AID 1463; further: on the % scale 0 is the no-effect control and ±100 the full control effect; nearly all actives have a fitted effect of over 55% in size
#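 Human tau K18 P301L (15 uM unlabeled, 0.24 uM Alexa 594-labeled) in 100 mM sodium acetate pH 7 with 20 uM heparin, 6 hr at 37 C. ThT 30 uM added, 1 hr ambient; Alexa 594 FP and total fluorescence read at 555/632 nm.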
# Active calls of the source: *; ? = inconclusive; . = no result given; [ ] = remark or other dose. Unless noted, the call rests on the fitted dose curve; in most records, active means well fitted curve in the direction sought with a large enough effect; inconclusive means small, poorly fitted or top-dose-only effect, or another doubt; inactive means no such curve, though single readings can be large; an effect the other way counts as inactive or inconclusive. Potency means the concentration at half of the fitted maximal effect. The list is partial. The share of hits here may be higher or lower than overall.
SMILES,aGal spleen mod,ALDH1A1 block,GAA spleen mod,Epigenetic derep,NPSR antag,GAA glycogen mod,GAA inhib,Tau fluor counter
Cn1cc(CN(CCCN2CCOCC2)C(=S)Nc2cccc(Cl)c2)c2ccccc21,3%,-8%,-2%,-1.0%,-21%,-20%,1%,?
CCCCCCC(C)n1[nH]c(=O)c2c(C)cc(C)nc21 (configuration not stated),3%,.,-2%,1.1%,-6%,-10%,.,-20%
CC(Sc1nnnn1C)C(=O)NC1CCCc2ccccc21 (configuration not stated),-6%,6%,-23%,-3.5%,19%,-15%,4%,1%
Cc1ccc(CNC(=O)CSc2nc3ccsc3c(=O)n2Cc2ccc(C(=O)O)cc2)cc1,2%,7%,1%,-2.1%,0%,-4%,-1%,-4%
Cc1cccc(-c2noc(CN(C(=O)c3ccc4c(c3)OCO4)C(C)C)n2)c1,-9%,?,-13%,-0.5%,-16%[46.1 µM],-3%,-9%,-8%
COc1ccc(Cc2nnc(Nc3ccc4c(c3)OCCO4)[nH]c2=O)cc1,0%,-4%,2%,1.1%,5%,1%,-13%,-19%
O=C(CSc1nnc(C2CCCCC2)n1-c1ccccc1)NCc1ccco1,1%,1%,0%,1.0%,-19%[46.1 µM],3%,0%,-1%
O=C(COC(=O)C1COc2ccccc2O1)NC1CCS(=O)(=O)C1 (configuration not stated),-6%,10%,-2%,-1.0%,-2%[46.1 µM],3%,10%,-4%
Cc1cc(N2CCN(C)CC2)n2nc(-c3ccc(Cl)cc3)nc2n1,2%,11%[13.5 µM],2%,0.0%,-20%,4%,.,-3%
COc1ccc(-c2noc(C3CCCN(C(=O)Nc4ccccc4)C3)n2)cc1 (configuration not stated),21%,?,19%,2.2%,-15%,-5%,?,5%
O=[N+]([O-])c1cccc(N/N=C/c2cc([N+](=O)[O-])ccc2O)c1,-2%,3%,0%,-1.4%,-39%,0%,-7%,?
O=C(CCCC(=O)NCc1ccccc1)NCc1ccccc1,-8%,5%,3%,-0.9%,2%,-1%,?,14%
NC(=O)[C@H]1CC2(CC(c3cccc(NC(=O)c4ccccc4)c3)=NO2)CN1C(=O)[C@H]1CCC(=O)N1 (some centres not stated),-12%,-1%,7%,-1.4%,4%[46.1 µM],3%,-4%,-4%
CC(C)C(C(=O)OCC(=O)c1cccc([N+](=O)[O-])c1)N1C(=O)[C@@H]2[C@H]3CC[C@H](C3)[C@@H]2C1=O (some centres not stated),1%,?,-4%,4.2%,-9%[46.1 µM],-4%,-10%,-16%
CCCNC(=O)C12CCC(C)(C(=O)O1)C2(C)C (configuration not stated),-15%,.,-9%,-2.8%,9%,2%,.,-5%
O=C(c1ccc(Cl)s1)N1CCN(c2ncccn2)CC1,2%,.,4%,-1.7%,-2%,10%,.,1%
O=C(O)C(Cc1c[nH]c2ccccc12)NS(=O)(=O)c1ccc2ccccc2c1 (configuration not stated),-28%,10%,-16%,-1.8%,10%,3%,-9%,-4%
Cc1cc(C(=O)Nc2cccnc2)no1,2%,4%,4%,0.1%,-1%[46.1 µM],0%,-16%,2%
COc1cc(/C=C2/C(=N)N3C=CSC3=NC2=O)ccc1OCCOc1ccc(NC(C)=O)cc1,-2%,?,-7%,-6.6%,-8%,-2%,-6%,-12%
CN(C)CCN(C(=O)c1ccccc1Cl)c1nc2c(Cl)cccc2s1,1%,32µM*,-5%,3.3%,?,0%,-8%,-18%
CCCS(=O)(=O)N1CCN(Cc2ccc3c(c2)c2ccccc2n3CC)CC1,0%,?,-5%,2.9%,-18%,0%,-9%,-28%
O=C(N/N=C/c1cn[nH]c1-c1ccccc1)c1ccco1,-2%,?,-6%,1.1%,-11%,-13%,9%,0%
O=S(=O)(c1ccc(Cl)cc1)N1CCCC1c1nc2ccccc2s1 (configuration not stated),-7%,0%,-6%,0.0%,-23%[46.1 µM],0%,6%,-11%
CCN(CC)c1ccc(CC(=O)NC(C)Cc2ccccc2)cc1 (configuration not stated),5%,10%,-10%,0.0%,-15%[46.1 µM],-9%,1%,-5%
O=C(Nc1ccc([N+](=O)[O-])cn1)C1CC1,-6%,3%,-2%,-3.0%,18%,2%,-2%,-7%
COc1ccc(/C=N/Nc2cc(C)nc(N3CCOCC3)n2)cc1,-3%,.,-1%,9.2%,-2%,1%,.,-22%
Cc1ccc(S(=O)CCNC(=O)Cc2ccccc2)cc1 (configuration not stated),4%,-2%,-3%,-0.4%,14%,-5%,3%,-2%
O=C(COc1ccc(-n2cnnn2)cc1)N1CCN(c2ccc(F)cc2)CC1,10%,7%,2%,-2.4%,2%[46.1 µM],6%,1%,5%
Cc1onc(-c2ccccc2Cl)c1C(=O)OCC(=O)Nc1cccc(S(=O)(=O)N2CCOCC2)c1,0%,-8%,1%,6.6%,-48%,-6%,-12%,?
O=C(CSc1nnc(-c2ccccc2Cl)o1)Oc1ccc(Br)cc1,4%,-1%,3%,-1.0%,11%[46.1 µM],-7%,1%,1%
COc1cccc(-c2cc(NCc3cccs3)ncn2)c1,-13%,?,1%,3.4%,.,.,.,-23%
O=c1c(Cl)c(Nc2cccc(Cl)c2)cnn1-c1nc2ccccc2s1,2%,-11%,2%,-1.1%,-18%,-6%,-3%,-24%
CCOc1ccccc1-c1c2cc(O)c(=O)cc-2oc2cc(O)c(O)cc12,1%,20µM*,-4%,2.2%,-13%,?,3%,17%
O=C(O)CC1(CC(=O)NCc2ccccn2)CCCCC1,1%,2%,-1%,-0.3%,-6%,6%,?,-4%
CC(=O)Nc1nc(CC(C)C)cc2c1c(=O)oc1ccccc12,14%,?,-3%,0.0%,-15%[46.1 µM],8%,12%,6%
O=C(/C=C/c1cccs1)c1ccc(NC(=O)c2ccccc2F)cc1,1%,10%,-3%,13%,-28%,-3%,4%,-3%

# A draw from above in order of heavy-atom count, largest number first:
SMILES,aGal spleen mod,ALDH1A1 block,GAA spleen mod,Epigenetic derep,NPSR antag,GAA glycogen mod,GAA inhib,Tau fluor counter
CCOc1ccccc1-c1c2cc(O)c(=O)cc-2oc2cc(O)c(O)cc12,1%,20µM*,-4%,2.2%,-13%,?,3%,17%
O=c1c(Cl)c(Nc2cccc(Cl)c2)cnn1-c1nc2ccccc2s1,2%,-11%,2%,-1.1%,-18%,-6%,-3%,-24%
COc1ccc(/C=N/Nc2cc(C)nc(N3CCOCC3)n2)cc1,-3%,.,-1%,9.2%,-2%,1%,.,-22%
Cc1ccc(S(=O)CCNC(=O)Cc2ccccc2)cc1 (configuration not stated),4%,-2%,-3%,-0.4%,14%,-5%,3%,-2%
O=C(Nc1ccc([N+](=O)[O-])cn1)C1CC1,-6%,3%,-2%,-3.0%,18%,2%,-2%,-7%

# Profiles from above. Screens in order: aGal spleen mod	ALDH1A1 block	GAA spleen mod	Epigenetic derep	NPSR antag	GAA glycogen mod	GAA inhib	Tau fluor counter
# `Cc1ccc(CNC(=O)CSc2nc3ccsc3c(=O)n2Cc2ccc(C(=O)O)cc2)cc1` across the screens: 2%	7%	1%	-2.1%	0%	-4%	-1%	-4%
# `CC(=O)Nc1nc(CC(C)C)cc2c1c(=O)oc1ccccc12` across the screens: 14%	?	-3%	0.0%	-15%[46.1 µM]	8%	12%	6%
# `O=c1c(Cl)c(Nc2cccc(Cl)c2)cnn1-c1nc2ccccc2s1` across the screens: 2%	-11%	2%	-1.1%	-18%	-6%	-3%	-24%
# `O=C(O)CC1(CC(=O)NCc2ccccn2)CCCCC1` across the screens: 1%	2%	-1%	-0.3%	-6%	6%	?	-4%

# (further entries)
SMILES,aGal spleen mod,ALDH1A1 block,GAA spleen mod,Epigenetic derep,NPSR antag,GAA glycogen mod,GAA inhib,Tau fluor counter
O=C1NC2(CCCCCC2)C(=O)N1Cc1ccc([N+](=O)[O-])cc1,5%,?,-1%,2.3%,-9%[46.1 µM],-4%,3%,-9%
Cc1ccc(-n2ncc(Br)c(Br)c2=O)cc1,1%,3.2µM*,-4%,0.0%,?,-13%,6%,-19%
Clc1ccc(-c2nnc(-c3ccccc3)c(-c3c[nH]c4ccccc34)n2)cc1,8%,.,1%,-1.7%,-1%,4%,.,8%
CCCc1[nH]nc2c1C(c1ccc(OC(=O)N3CCOCC3)cc1)C(C#N)=C(N)O2 (configuration not stated),4%,-4%,3%,-1.1%,-4%[46.1 µM],0%,-6%,-12%
CN(Cc1ccccc1)CC(O)COc1ccc(CNCCc2cccnc2)cc1 (configuration not stated),-8%,-1%,3%,3.1%,0%,6%,-2%,-1%
CCOC(=O)C1=C(C)NC(SC)=NC1c1ccccc1 (configuration not stated),3%,-9%,-1%,-1.0%,-7%[46.1 µM],3%,4%,6%
CCCOc1ccc(C(=O)O)cc1,-2%,.,3%,-0.9%,17%,11%,.,-6%
O=c1ccnc(SCCC(F)=C(F)F)[nH]1,5%,7%,-13%,-0.5%,-1%,-1%,-1%,1%
COc1cc(C(=O)NNC(=O)Nc2ccc([N+](=O)[O-])cc2)cc(OC)c1OC,-5%,-1%,-1%,1.3%,23%,13%,-3%,-15%
COc1ccc(-c2nc(-c3ccc(O)cc3O)cs2)cc1OC,0%,?,5%,1.0%,7%,?,?,?
CCc1cc(-c2nc(N)ncc2-c2csc(C)n2)c(O)cc1OC,-17%,1%,.,-2.6%,-9%,-3%,.,-19%
Cn1ncc(C(=O)Nc2ccc(OC(F)(F)F)cc2)c1-n1cccc1,10%,.,4%,1.0%,-10%,-1%,.,-15%
COc1cc2cc(CN(Cc3nnnn3C3CCCC3)C3CCCC3)c(=O)[nH]c2cc1OC,4%,-3%,-6%,0.7%,-29%[46.1 µM],-8%,-5%,12%
CCC(C)n1c(SCC(=O)NC(=O)c2cccn2C)nc2ccccc2c1=O (configuration not stated),1%,-3%,0%,4.4%,-26%,-11%,-7%,-19%
CCn1c(CNC(=O)Cc2ccc(OC)cc2)n[nH]c1=S,-4%,-4%,-5%,0.0%,5%,-7%,5%,0%

# Screening results as filed in PubChem BioAssay.
